VEEV TC-83 Vero = inhibitors of VEEV TC-83 cytopathic effect, confirmation, Vero cells (AID 588727). Vero cells, VEEV TC-83 cytopathic effect inhibition; higher % means a stronger effect. one-dose inhibition, % at 20 µM; IC50 in µM for titrated hits. actives 0.13% (n = 350,000); in the data active = a potency from the dose series; inconclusive = inhibition mostly from about 14% at the one dose, without a potency; inactive = the rest, 99 in 100 with inhibition below about 12%; also: strong numbers were not always called active
tuberculosis growth = growth inhibition of non-replicating M. tuberculosis (AID 488890); Mycobacterium tuberculosis non-replicating, growth inhibition; higher % means a stronger effect; actives 0.39% (n = 320,000); inhibition, % at 25 µM, or IC50 in µM where a hit was titrated; in the data active = a potency from the dose series; inconclusive = inhibition mostly from about 82% at the one dose, without a potency; inactive = the rest, 99 in 100 with inhibition below about 76%;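 also: plate controls were DMSO cells for no effect and high antibiotic wells for full effect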
H1N1 NS1A inhibition = H1N1 influenza NS1A inhibitors, functional cell based assay (AID 504329); NS1A functional cell-based assay, percent inhibition; higher % means a stronger effect; inhibition, % at 12.5 µM, or IC50 in µM where a hit was titrated; actives 0.3% (n = 340,000); in the data active = a potency from the dose series; inconclusive = inhibition above about 27% without an active follow-up result; also: strong numbers were not always called active
H37Rv inhibition = M. tuberculosis growth inhibition, HTS (AID 449762); inhibition, % at 25 µM, or IC50 in µM where a hit was titrated; M. tuberculosis H37Rv growth inhibition, 7H9 media; higher % means a stronger effect; actives 0.59% (n = 330,000); in the data active = a potency from the dose series; inconclusive = inhibition above about 70% without an active follow-up result;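 also: bacterial growth assessed after seven days of incubation; strong numbers were not always called active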
Salmonella PhoP GFP = PhoP regulon inhibitors, Salmonella typhi PhoP promoter GFP reporter, confirmatory (AID 1850); Salmonella Typhi PhoP-promoter GFP reporter, fluorescence, 4 h; higher % means a stronger effect; inhibition, % at 50 µM, or IC50 in µM where a hit was titrated; actives 0.33% (n = 310,000); in the data active = a potency from the dose series; inconclusive = inhibition mostly from about 25% at the one dose, without a potency; inactive = the rest, 99 in 100 with inhibition below about 19%;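 also: 0% = induced wells with vehicle and 100% = uninduced wells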
VEEV TC-83 Vero 10K pilot screen = recorded beside VEEV TC-83 Vero, whose call it bears; inhibition, %; measured here: 10K pilot screen inhibition
* marks the source's active call; other numbers are inactive results; i = inactive; ? = inconclusive; nt = not tested or not shown.

SMILES	VEEV TC-83 Vero	tuberculosis growth	H1N1 NS1A inhibition	H37Rv inhibition	Salmonella PhoP GFP	others
COc1cc(OC)nc(Oc2ccccc2C(=O)Oc2ccccc2Cl)n1	0.3%	11%	-8%	4%	5%
Cc1cc(C)c(S(=O)(=O)C(C)C)c(=O)[nH]1	0.5%	-16%	10%	-4%	5%	VEEV TC-83 Vero 10K pilot screen=0.5
NC(=O)N/N=C/c1ccc(-n2nncc2-c2ccc(Cl)cc2)cc1	1.8%	15%	7%	?	0%
Cc1ccc(S(=O)(=O)N2CCN(S(C)(=O)=O)C2c2ccccc2)cc1 (configuration not stated)	1.1%	2%	0%	3%	-11%
CC(OC(=O)/C=C/c1ccccc1)C(=O)Nc1cccc(C#N)c1 (configuration not stated)	1.0%	-6%	-5%	-6%	4%
COc1ccc(C2CC(c3ccccc3OC(C)=O)=NN2C(=O)/C=C/c2ccccc2)cc1 (configuration not stated)	2.7%	24%	-3%	11%	-4%
Cc1cccc(-n2nc3c(c2NC(=O)c2ccc(Br)o2)CSC3)c1C	4.4%	5%	8%	-3%	-1%
Cc1nn(Cc2c(F)c(F)c(F)c(F)c2F)c(C)c1NC(=O)c1ccnn1C	0.2%	-1%	8%	-5%	1%
C(=NC1CCCCC1)c1c[nH]c2ccccc12	0.3%	nt	-4%	nt	nt
Cc1n[nH]c(=O)n1-c1ccc(C(C)(C)C)cc1	1.4%	-7%	-2%	8%	0%
Cc1ccc(C(=O)NNC2=NCCC2)cc1	0.6%	?	1%	4%	-14%
O=C(O)c1ccc(CSc2nnc(-c3ccccc3Cl)n2-c2ccccc2)cc1	0.7%	1%	1%	-6%	-1%
Cc1ccc(S(=O)(=O)N2CCC(C(=O)N3CC(C)OC(C)C3)CC2)cc1 (configuration not stated)	3.1%	-9%	-6%	-6%	-5%
Cc1cc(C)cc(OCc2nnc(SCC(=O)NC3CC3)n2C)c1	i	5%	4%	2%	-5%
Cc1ccc(N2C(=O)NC(NS(=O)(=O)c3ccccc3)(C(F)(F)F)C2=O)cc1C (configuration not stated)	1.0%	-6%	-15%	3%	-11%
COc1ccc(-c2ncc3ccccn23)cc1	1.3%	29%	3%	2%	6%
O=C(NCc1ccccc1Cl)C1CCCN1C(=O)Nc1ccccc1 (configuration not stated)	0.0%	1%	19%	10%	1%
OCCN(Cc1ccccc1)C(=S)Nc1ccc(F)cc1	1.5%	26%	-9%	5%	-4%
Cc1c([N+](=O)[O-])c(C(=O)NC2CCCCC2)nn1C	1.2%	-3%	-5%	-5%	-9%
O=C(c1ccc(Br)cc1)N1CCC(C(=O)N2CCN(c3ccccc3)CC2)CC1	7.3%	27%	1%	-2%	-15%
Cc1cccc(NC(=S)Nc2ccc(Oc3ccccc3)cc2)n1	0.7%	11%	0%	-5%	-9%
CCOC(=O)c1cc(-c2ccccc2)sc1NC(=O)CN1C(=O)c2ccccc2C1=O	1.5%	-9%	3%	-6%	9%
CCOC(=O)N1CCN(C(=O)CSc2nnc(Cn3c(=O)sc4ccccc43)n2C)CC1	i	4%	-4%	-8%	-19%
CCc1cc2c(=O)c(-c3cnn(-c4ccccc4)c3)c(C)oc2c(CN2CCCCC2)c1O	1.7%	?	-2%	2.6µM*	3%
CCN(CC)C(=O)c1c(Cl)nc(C)c([N+](=O)[O-])c1C	0.4%	-4%	-8%	1%	10%
O=C(CSc1nc2ccccc2n1CCc1ccccc1)NC1CC1	i	10%	-1%	4%	-6%
CCN(CC)c1ccc(S(=O)(=O)N2CCOCC2)cc1NC(=O)CSC(=S)N1CCCC1	5.2%	42%	-3%	20%	23%
Cc1cc(C)n(-c2nc3ccccc3n3nnnc23)n1	0.5%	-5%	1%	-4%	-3%
COc1cc(/C=C/C(=O)O)cc2c1OCCO2	1.8%	-5%	10%	5%	27%
O=C(NCc1cccc(C(F)(F)F)c1)C1CC(c2ccc(C(F)(F)F)cc2)=NO1 (configuration not stated)	i	54%	-3%	66%	-5%
O=S(=O)(Cc1nnnn1-c1ccccc1)c1ccc(F)cc1	1.8%	-12%	-7%	-15%	-6%
Cc1ccc(/C=N/NC(=O)c2csc(C)c2)o1	3.1%	13%	-6%	4%	-9%
CC(C)C(=O)Nc1c(-c2cccs2)c(=O)c2ccccc2n1C	2.3%	0%	7%	-1%	-7%
COc1cccc(S(=O)(=O)Nc2noc3ccccc23)c1	1.4%	3%	19%	2%	-21%
COc1ccc(OC)c(NC(=O)CCN2CCN(C/C=C/c3ccccc3)CC2)c1	1.3%	8%	3%	1%	6%
O=CN1CCN(C(=O)Cc2ccc([N+](=O)[O-])cc2)CC1	0.8%	8%	0%	4%	-1%
Cc1noc(C)c1CS(=O)(=O)c1ccc([N+](=O)[O-])cc1	i	-4%	-3%	3%	-8%	VEEV TC-83 Vero 10K pilot screen=0.9
NC(=O)c1c(NC(=O)COC(=O)c2ccc(S(=O)(=O)Nc3ccccc3)cc2)sc2c1CCCC2	0.6%	10%	8%	5%	-7%
Cc1ccccc1NS(=O)(=O)c1ccc(-c2ccc(=O)[nH]n2)o1	2.9%	-3%	-3%	-5%	3%
CCOC(=O)c1c(-c2ccc(Cl)cc2)cn2ccccc12	i	-7%	4%	0%	-1%
Cc1c([N+](=O)[O-])c(C(=O)N2CCCC2)nn1C	i	1%	8%	-6%	-5%
CCOC(=O)c1c(-c2ccccc2)csc1NC(=O)c1cc2ccccc2oc1=O	1.6%	?	-8%	?	-4%
O=C1c2ccccc2C(O)(Cc2ccccc2)N1c1ccc2c(c1)OCO2 (configuration not stated)	0.9%	15%	6%	-1%	-4%
CCn1c2ccccc2c2nnc(SCC(=O)Nc3c(C)n(C)n(-c4ccccc4)c3=O)nc21	8.1%	1%	7%	2%	-14%
O=C(Cc1ccccc1)Nc1nc2ccccc2s1	7.0%	56%	1%	8%	-1%
NC(=O)CN1N=C(c2cc(Cl)sc2Cl)CSC1=O	1.5%	1%	3%	-5%	30%
C[C@H](CO)N1C[C@H](C)[C@@H](CN(C)S(=O)(=O)c2ccccc2)Oc2ccc(NC(=O)CCN3CCOCC3)cc2C1=O	0.1%	-12%	-3%	9%	nt
O=C(NN1C(=O)c2ccccc2NC1c1ccc([N+](=O)[O-])o1)c1ccccc1 (configuration not stated)	5.6%	34%	-1%	16%	-10%
Cn1c(=O)c2[nH]c(Nc3ccccc3)nc2n(C)c1=O	2.9%	5%	1%	6%	3%
COc1ccc(-c2ccc([C@H]3[C@H]4C=CC[C@@H](C)[C@@H]4C(=O)N3Cc3ccccc3)c(F)c2)cc1OC	3.1%	37%	7%	8%	-2%
COc1ccccc1N1CCN(C(=O)C(=O)c2c(C)n(C)c3ccccc23)CC1	1.6%	-3%	1%	-2%	4%
FC(F)Oc1ccc(NC(=S)NC2CCSc3ccccc32)cc1 (configuration not stated)	1.0%	?	-4%	?	-1%
O=C(C1=C[C@H](c2ccc(Br)cc2)C[C@H](OCc2ccc(CO)cc2)O1)N1CCN(Cc2ccc3c(c2)OCO3)CC1	0.3%	37%	-4%	41%	-8%
Cc1ccc(NC(=O)CN(c2ccc3c(c2)OCO3)S(=O)(=O)c2c(C)n[nH]c2C)cc1	8.9%	30%	4%	0%	-20%
COc1ccc(-c2nnn(Cc3nc(N)nc(N4CCCCC4)n3)n2)cc1	7.2%	11%	2%	-10%	0%
CCCCSC1=C(C#N)C(c2ccccc2C)C(C(=O)OCC)C(=O)N1 (configuration not stated)	i	38%	-9%	-4%	4%
Cc1ccc(S(=O)(=O)NCC2(c3ccccc3)CCOCC2)cc1	1.6%	5%	13%	3%	0%
Cc1cccn2c(=O)nc(SCC(=O)NC3CCCC3)nc12	0.2%	-11%	1%	?	4%
Cc1cc(C)c2c(c1)c(C)cc1nnc(SCC(=O)NCc3ccco3)n12	0.5%	5%	2%	4%	4%
COc1cc(C=CC(=O)OCC=Cc2ccc3c(c2)OCO3)cc(OC)c1OC	1.3%	nt	-16%	nt	nt

(cont.)
SMILES	VEEV TC-83 Vero	tuberculosis growth	H1N1 NS1A inhibition	H37Rv inhibition	Salmonella PhoP GFP	others
COc1ccc(-c2noc(CSc3ccccc3)n2)cc1OC	5.6%	23%	-5%	38%	3%
CCN1CCN(C(=O)CNC(=O)c2nn(-c3ccc(OC)cc3)c(=O)c3ccccc23)CC1	0.5%	-15%	8%	7%	0%
Cc1c(/C=N/NC(=O)CNc2ccccc2)c2ccccn2c1C(=O)c1ccccc1	6.1%	29%	9%	8%	-5%
O=C(O)CCc1ccc(S(=O)(=O)Nc2ccc(OCc3ccccc3)cc2)cc1	0.3%	24%	9%	-5%	-1%
CCC(C)NCC(=O)Nc1ccc(-c2nc3cc(NC(=O)CNC(C)CC)ccc3o2)cc1 (configuration not stated)	4.5%	56%	-3%	9%	0%
Clc1ccc(-c2nnc(-c3ccco3)nc2N2CCCCC2)cc1	6.1%	28%	7%	2%	-6%
Cc1cc(Nc2ccccc2)nn1C(=O)c1ccc(Br)cc1	1.8%	7%	-19%	2%	3%
O=C(NCc1ccccn1)C(=O)NCc1ccccn1	i	0%	9%	-4%	-10%
COC(=O)c1ccc(-n2nnnc2SCC(=O)Nc2ccccc2OC)cc1	0.2%	42%	-5%	0%	2%
Cc1cccc(/C(N)=N/OC(=O)Cc2cccc3ccccc23)c1	0.9%	66%	10%	4%	-5%
O=C(N/N=C/c1c[nH]c2ccc(Br)cc12)c1ccn(Cc2ccc(Cl)cc2Cl)n1	9.8%	-6%	3%	35%	2%
COc1ccc(C(=O)N2CCN(c3cccc(Cl)c3)CC2)c(OC)c1	7.3%	26%	9%	-8%	3%
CC(C)CSc1ncc(-c2cccc(C(F)(F)F)c2)cn1	2.8%	38%	-7%	-10%	-9%
C/C(=N\NC(=O)c1cc(-c2cccc([N+](=O)[O-])c2)n[nH]1)c1ccc(F)cc1	0.9%	-11%	nt	-4%	12%
COc1ccc(CN2CCC(N(CCc3ccccc3)Cc3ccccc3)CC2)c(OC)c1	8.5%	?	16%	?	2%

Seven compounds from above, ordered by molar mass, largest number first:
SMILES	VEEV TC-83 Vero	tuberculosis growth	H1N1 NS1A inhibition	H37Rv inhibition	Salmonella PhoP GFP	others
O=C(N/N=C/c1c[nH]c2ccc(Br)cc12)c1ccn(Cc2ccc(Cl)cc2Cl)n1	9.8%	-6%	3%	35%	2%
CCC(C)NCC(=O)Nc1ccc(-c2nc3cc(NC(=O)CNC(C)CC)ccc3o2)cc1 (configuration not stated)	4.5%	56%	-3%	9%	0%
O=C(O)CCc1ccc(S(=O)(=O)Nc2ccc(OCc3ccccc3)cc2)cc1	0.3%	24%	9%	-5%	-1%
COC(=O)c1ccc(-n2nnnc2SCC(=O)Nc2ccccc2OC)cc1	0.2%	42%	-5%	0%	2%
Cc1cc(Nc2ccccc2)nn1C(=O)c1ccc(Br)cc1	1.8%	7%	-19%	2%	3%
CC(C)CSc1ncc(-c2cccc(C(F)(F)F)c2)cn1	2.8%	38%	-7%	-10%	-9%
O=C(NCc1ccccn1)C(=O)NCc1ccccn1	i	0%	9%	-4%	-10%

Carrying on:
SMILES	VEEV TC-83 Vero	tuberculosis growth	H1N1 NS1A inhibition	H37Rv inhibition	Salmonella PhoP GFP	others
COc1ccc(CNC(=O)CN2C(=O)COc3ccc(S(=O)(=O)N4CCCC4)cc32)cc1	1.1%	-13%	0%	1%	12%
CC1(C(=O)N(Cc2ccccc2)Cc2ccccc2)CC1(Br)Br (configuration not stated)	0.2%	14%	0%	4%	3%	VEEV TC-83 Vero 10K pilot screen=2.0
Cc1ccc(Cl)cc1NC(=O)COC(=O)c1ccc(COc2ccc3c(C)cc(=O)oc3c2)cc1	nt	49%	nt	-2%	-10%
Cc1c(NC(=S)NC(=O)Cc2ccccc2)cccc1C(=O)O	2.0%	5%	13%	2%	-2%
Cc1cc(C)nc(Sc2ccc(/C=C(\C#N)C(=O)Nc3ccccc3)o2)n1	i	27%	-3%	-9%	9%
COc1ccc2c(CC(=O)OCC(=O)Nc3cc(C)c(C)cc3[N+](=O)[O-])coc2c1	2.1%	15%	-7%	2%	-7%
COc1cccc(NC(=O)CN2CCN(c3ccccc3F)CC2)c1	0.6%	7%	-2%	-5%	3%
COc1ccccc1N1CCN(C(=O)c2ccc(NC3=NC4CS(=O)(=O)CC4S3)cc2)CC1 (configuration not stated)	i	4%	-2%	8%	2%	VEEV TC-83 Vero 10K pilot screen=0.6
O=C(c1ccccc1)c1ccc(OCC(O)CNCc2cccc(Cl)c2)cc1 (configuration not stated)	i	59%	22%	?	-21%
Cc1cc(C)c(NC(=O)C(C)Sc2nc3ccc(N4C(=O)c5ccccc5C4=O)cc3s2)c(C)c1 (configuration not stated)	0.8%	8%	11%	0%	0%

Screens from PubChem.

Random draw from the library; about 1.4% have a hit in one of these screens.
